D2 ag: HTS Assay for Allosteric Agonists of the Human D2 Dopamine Receptor: Primary Screen for Agonists | D(2) dopamine receptor (Homo sapiens), P14416 | HEK293 T-REx D2 cells, calcium flux agonist mode | activation, % at 2 µM | 340,000 tested, 0.53% active;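 active means activation over 3 SD above normal in the single-dose calcium agonist read, cut at about 30% in these data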; further: 0% is about no effect
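Agonism scored from kinetic calcium signal (1 read/sec, 180 s) following compound pin transfer, after a 10 s baseline. Cells: HEK293 Trex line expressing inducible D2 receptor coupled to calcium, dye-loaded after overnight culture at 30 C.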
TrxR1 substrate: qHTS Assay for Substrates of Mammalian Selenoprotein Thioredoxin Reductase 1 (TrxR1): qHTS; Thioredoxin reductase 1, cytoplasmic (Rattus norvegicus), O89049; purified TrxR1 substrate turnover, NADPH consumption readout; Potency, µM (top dose mostly 114 µM), inactives show at the top dose activity change, negative = substrate turnover; 390,000 tested, 0.01% active; AID 588456, 2011; further: potency means the concentration at half of the fitted maximal effect; on the % scale 0 is the no-effect control and ±100 the full control effect; nearly all actives have a fitted effect of over 50% in size
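Rat TrxR1, dispensed at 90 nM, was prereduced with 400 uM NADPH (final) for 5 min at ~22 deg C, then incubated with compound 15 min before 400 uM selenite. A first-read NADPH fluorescence drop versus no-compound background flagged substrates.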
mIDH1 inhibitor: qHTS for Inhibitors of mutant isocitrate dehydrogenase 1 (IDH1): qHTS; Isocitrate dehydrogenase [NADP] cytoplasmic (Homo sapiens), O75874; IDH1-R132H enzyme, NADPH consumption, diaphorase/resazurin fluorescence; Potency, µM (top dose mostly 76.6 µM), inactives show top-dose activity change, negative = inhibition, usual class: inhibitors; 390,000 tested, 0.093% active; AID 602179, 2012; further: potency means the concentration at half of the fitted maximal effect; on the % scale 0 is the no-effect control and ±100 the full control effect; nearly all actives have a fitted effect of over 65% in size
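IDH1-R132H (0.5 ug/mL) preincubated 30 min with compound, then NADPH (0.016 mM) and alpha-KG (2 mM) added; 80 min at RT, pH 7.5. Remaining NADPH coupled via diaphorase/resazurin to fluorescence (540/590 nm); concentration-response curves normalized to no-enzyme control.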
TrxR1 inh: qHTS Assay for Inhibitors of Mammalian Selenoprotein Thioredoxin Reductase 1 (TrxR1): qHTS. Thioredoxin reductase 1, cytoplasmic (Rattus norvegicus), O89049. recombinant rTrxR1, NADPH fluorescence consumption, selenite substrate. Potency, µM (highest dose often 114 µM), for inactives: at the highest dose activity change, negative = inhibition, usual class: inhibitors. 390,000 tested, 1% active. AID 588453, 2011; further: potency means the concentration at half of the fitted maximal effect; on the % scale 0 is the no-effect control and ±100 the full control effect; nearly all actives have a fitted effect of over 65% in size
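Rat TrxR1 (90 nM in the dispensed reagent) was pre-reduced with 400 uM NADPH for 5 min at room temperature, then incubated with compound for 15 min. After 400 uM selenite was added, NADPH fluorescence (Ex 340/Em 450 nm) was followed for 8 min.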
D2 antagonist: HTS Assay for Allosteric Antagonists of the Human D2 Dopamine Receptor: Primary Screen for Antagonists; D(2) dopamine receptor (Homo sapiens), P14416; HEK293 TREx D2 cells, calcium flux, dopamine EC80; inhibition, % at 10 µM; 340,000 tested, 2% active; in the data active means inhibition above about 30%; further: 0% is about no effect
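Calcium mobilization kinetics were recorded at 1 s intervals in tetracycline-induced HEK293 T-REx D2 cells, first for 180 s after compound addition and then 180 s after EC80 dopamine.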
PI4K2A block: qHTS for small molecular inhibitors of PI4K2A; Phosphatidylinositol 4-kinase type 2-alpha (Homo sapiens), Q9BTU6; activity change, negative = inhibition, % at 76.9 µM; 420,000 tested, 0.13% active; purified PI4K2A, ADP-Glo luminescence, 1 h; hits give low values; AID 1346378, 2018; in the data active means activity change below about -50%; inconclusive means mostly about -30% to -49%;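 further: -100% = wells without enzyme as full effect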
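ADP-Glo luminescence measured ADP generated by PI4K2A enzyme (4 ug/mL before mixing) with 1.2 mM PI substrate (pre-mix) and 300 microM ATP (pre-mix). Tris pH7.5 buffer with MgCl2, Triton X-100; 1 h reaction at ambient temperature.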
TRHR agonist: qHTS for Small Molecule Agonists and Allosteric Enhancers of Human TRH Receptor: Primary Screen for Agonists; AID 493084, 2011; 360,000 tested, 0.18% active; Thyrotropin-releasing hormone receptor (Homo sapiens), P34981; TRHR cells, calcium flux fluo-8, FDSS agonist mode; activation, % at 2 µM; in the data active means activation above about 30%; further: 0% is about no effect
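Fluo-8-loaded TRHR cells; 10 s baseline, compound added, kinetic Ca2+ fluorescence read 1/s, agonist mode.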
TRHR PAM: qHTS for Small Molecule Agonists and Allosteric Enhancers of Human TRH Receptor: Primary Screen for Enhancers | 360,000 tested, 0.66% active | Thyrotropin-releasing hormone receptor (Homo sapiens), P34981 | AID 493056, 2011 | enhancement, % at 2 µM | TRHR cells, fluo-8 calcium fluorescence, EC20 TRH enhancement; in the data active means enhancement above about 30%; further: 0% is about no effect
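Enhancer read-out: after compound pinning and an initial kinetic agonist-mode read, an EC20 of TRH (10 nM final) was injected and fluo-8 calcium signal (Ex 480/Em 530) followed at 1 s/cycle for 100 cycles in TRHR-expressing cells.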
USP1-UAF1 inh: Inhibitors of USP1/UAF1: Primary Screen. Ubiquitin carboxyl-terminal hydrolase 1 (Homo sapiens), O94782. recombinant USP1/UAF1, Ub-Rhodamine cleavage fluorescence. Potency, µM (series often up to 57.1 µM), for inactives: at the top dose activity change, negative = inhibition, usual class: inhibitors. 390,000 tested, 0.23% active; further: potency means the concentration at half of the fitted maximal effect; on the % scale 0 is the no-effect control and ±100 the full control effect; nearly all actives have a fitted effect of over 60% in size; inactives centre near -12
Target sequence (O94782 whole entry, looked up): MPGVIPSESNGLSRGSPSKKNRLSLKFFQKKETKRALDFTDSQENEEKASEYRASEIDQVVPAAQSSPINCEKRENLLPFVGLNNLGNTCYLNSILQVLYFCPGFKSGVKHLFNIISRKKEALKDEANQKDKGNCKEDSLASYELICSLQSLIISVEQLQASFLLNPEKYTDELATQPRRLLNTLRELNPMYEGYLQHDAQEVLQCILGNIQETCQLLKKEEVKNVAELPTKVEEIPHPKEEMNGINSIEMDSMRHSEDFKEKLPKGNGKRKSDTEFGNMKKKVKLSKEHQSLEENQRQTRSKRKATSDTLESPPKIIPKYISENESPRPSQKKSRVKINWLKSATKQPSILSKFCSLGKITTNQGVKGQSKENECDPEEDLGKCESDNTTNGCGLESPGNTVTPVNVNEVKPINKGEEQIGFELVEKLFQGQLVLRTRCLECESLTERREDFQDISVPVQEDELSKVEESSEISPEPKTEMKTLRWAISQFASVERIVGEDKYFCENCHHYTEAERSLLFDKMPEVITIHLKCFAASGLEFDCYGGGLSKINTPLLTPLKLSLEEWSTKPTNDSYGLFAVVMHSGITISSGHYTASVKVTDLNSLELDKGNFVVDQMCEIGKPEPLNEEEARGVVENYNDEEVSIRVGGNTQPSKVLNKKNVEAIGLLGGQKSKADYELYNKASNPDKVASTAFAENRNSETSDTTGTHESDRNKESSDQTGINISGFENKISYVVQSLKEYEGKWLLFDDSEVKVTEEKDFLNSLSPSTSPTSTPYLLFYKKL
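In this screen, compounds sit with the deubiquitinase complex (1nM) for 15 min at room temperature before Ub-Rho is added at 150nM final. Fluorescence rise is then followed for 6 reads every 60 seconds.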
Starred values were filed as active, the others as inactive; ? = inconclusive; nt = not tested or not shown; & = joins results of further samples; [ ] = remark or other dose. Unless noted, the call rests on the fitted dose curve; in most records, active means well fitted inhibition curve with a large enough effect; inconclusive means small, poorly fitted or top-dose-only effect; inactive means no such curve, though single readings can be large or run the other way. No enrichment for hits, and some 3.9% of all compounds hit somewhere here.

SMILES	D2 ag	TrxR1 substrate	mIDH1 inhibitor	TrxR1 inh	D2 antagonist	PI4K2A block	TRHR agonist	TRHR PAM	USP1-UAF1 inh
CCN(CC)CCCNC(=O)CCC(=O)Nc1ccc2nc(N3CCCCC3)cc(C)c2c1	0.0	156%[activator]	8%	18%	4	10	0.4	4	-20%
C/C(=N\OCC(=O)Nc1c(C)cc(C)cc1C)c1ccc2c(c1)OCCO2	0.0	-1%	16%	2%	4	3	-0.6	-4	-4%
CC1=C(C(=O)OCc2ccccc2)C(c2ccc3c(c2)OCO3)NC(=O)N1CCCC(=O)O (stereo unspecified)	nt	5%[57.1 µM]	-12%	13%[57.1 µM]	nt	-1	nt	nt	-2%
O=C(c1cccs1)N1CCN(c2ncccn2)CC1	0.2	8%[57.1 µM]	-2%	5%[57.1 µM]	15	0	-0.5	2	-19%
FC(F)Sc1ccc(NC(=S)NCC2CCCCC2)cc1	7.9	-10%	5%	-8%	32*	3	1.4	-20	-9%
CCCCN(C(=O)c1cc(-c2ccc(F)cc2)nc2ccccc12)c1c(N)n(CCCC)c(=O)[nH]c1=O	1.8	9%[57.1 µM]	6%	1%	-1	-1	0.4	-4	-5%
Cc1ccc(C(=O)O)cc1-c1ccc(/C=C2\SC(=O)N(CC(=O)Nc3ccccc3)C2=O)o1	-1.5	3%[57.1 µM]	0%	18%[57.1 µM]	4	0	1.7	1	?
Cc1cc(C)cc(NC(=O)OCCN2CCN(Cc3ccccc3)CCC2=O)c1	0.0	-5%	-6%	7%	3	3	-0.4	-4	3%
COc1ccc(C(C)=O)cc1CN(C)C	-0.7	3%	-6%	8.9µM*	-12	-5	0.5	-2	-4%
O=C(NCc1ccccc1Cl)C1CCC(=O)N(C2CCCC2)C1 (stereo unspecified)	nt	4%	-8%	16%	nt	3	0.5	9	-25%
COCCN(CC(=O)NCC1CCCO1)C(=O)CCC(=O)Nc1cc(C)ccn1 (stereo unspecified)	-0.1	2%	-1%	5%	-9	-6	-0.2	0	3%
Cc1cccnc1NC(=O)Cn1nc([N+](=O)[O-])cc1C	2.0	0%	7%	17%	23	-2	1.0	4	?
COc1ccc(C(NC(=O)C(C)C)c2c(O)ccc3ccccc23)cc1OC (stereo unspecified)	0.6	8%	-1%	-2%	7	-2	1.0	-2	-4%
CSCCC(NS(=O)(=O)c1ccc(Cl)cc1)C(=O)OCC(=O)NC1CCCCC1 (stereo unspecified)	-0.1	-8%	5%	1%	-9	-5	-0.1	10	-23%
CC(C)C(NS(=O)(=O)c1cccc2nsnc12)C(=O)NCc1ccc2c(c1)OCO2 (stereo unspecified)	0.4	-2%	-2%	19%	-17	6	-0.3	-3	-1%
Cc1cc(C)cc(OCC(=O)OCC(=O)NCc2ccco2)c1	-2.2	4%[57.1 µM]	5%	2%	-8	3	1.0	-5	-10%
COC1C(O)C(O)C(O)C(O)C1O (stereo unspecified)	nt	10%	-14%	14%	nt	1	nt	nt	-19%
COC(=O)Cn1c(=O)c2cccn2c2cccnc21	-1.2	5%	nt	-6%	nt	3	-2.1	-3	?
Cc1cc(C(=O)NC(C)c2ccncc2)cs1 (stereo unspecified)	-0.1	-2%	15%	9%	-3	3	0.2	5	-13%
Cc1ccc(CCNC(=O)C(C)n2nc(C)c3c(C)n(-c4ccccc4)nc3c2=O)cc1 (stereo unspecified)	-0.4	1%	0%	19%	17	0	-0.2	-3	-15%
CC(C)(C)c1ccc(-c2nnc3sc(-c4ccncc4)nn23)cc1	-0.2	6%	2%	16%	7	0	-0.1	-3	-11%
Nc1ccc(C(=O)N/N=C/c2cccc(Oc3ccccc3)c2)cc1	-0.8	-6%	14%	16%	31*	-2	-0.3	4	-28%
CCOc1ccc(/C=N/NC(N)=S)cc1	0.5	-8%	4%	-9%[57.1 µM]	-5	3	0.2	-2	-8%
COc1ccccc1NC(=O)c1sc2ncn(CC(=O)Nc3ccccc3)c(=O)c2c1C	-2.9	13%	-6%	2%	21	2	0.2	-3	?
COc1ccc(C2=NN(CC(=O)Nc3cc(C)ccc3C)C(=O)CC2)cc1	0.6	0%	11%	-6%	-7	-3	-0.9	-7	-23%

Some of the entries above in another layout:
Results follow in this order: D2 ag, TrxR1 substrate, mIDH1 inhibitor, TrxR1 inh, D2 antagonist, PI4K2A block, TRHR agonist, TRHR PAM, USP1-UAF1 inh
> COC(=O)Cn1c(=O)c2cccn2c2cccnc21
 : -1.2, 5%, nt, -6%, nt, 3, -2.1, -3, ?
> Nc1ccc(C(=O)N/N=C/c2cccc(Oc3ccccc3)c2)cc1
 : -0.8, -6%, 14%, 16%, 31*, -2, -0.3, 4, -28%
> Cc1cc(C)cc(NC(=O)OCCN2CCN(Cc3ccccc3)CCC2=O)c1
 : 0.0, -5%, -6%, 7%, 3, 3, -0.4, -4, 3%

Of the compounds above, two have fluorine:
SMILES	D2 ag	TrxR1 substrate	mIDH1 inhibitor	TrxR1 inh	D2 antagonist	PI4K2A block	TRHR agonist	TRHR PAM	USP1-UAF1 inh
FC(F)Sc1ccc(NC(=S)NCC2CCCCC2)cc1	7.9	-10%	5%	-8%	32*	3	1.4	-20	-9%
CCCCN(C(=O)c1cc(-c2ccc(F)cc2)nc2ccccc12)c1c(N)n(CCCC)c(=O)[nH]c1=O	1.8	9%[57.1 µM]	6%	1%	-1	-1	0.4	-4	-5%

Continuation:
SMILES	D2 ag	TrxR1 substrate	mIDH1 inhibitor	TrxR1 inh	D2 antagonist	PI4K2A block	TRHR agonist	TRHR PAM	USP1-UAF1 inh
CCc1ccccc1NC(=O)Cn1c(=O)n(CC2CCC(C(=O)NCCc3ccccc3)CC2)c(=O)c2ccccc21 (stereo unspecified)	0.5	-2%	-19%	8%	nt	-2	0.2	0	-10%
O=P(O)(O)c1cc(-c2ccccc2)oc1-c1ccccc1	-0.2	247%[activator]	14%	16%	-3	1	0.2	-8	-21%
CCn1cc(C(=O)NCc2ccc(C)cc2)c(=O)c2cc(S(=O)(=O)N(C)C)ccc21	-2.1	-6%	8%	17%	5	7	-0.3	-15	-23%
Cc1ccc(C2CCN(C(=S)Nc3cccc(Cl)c3)C2)cc1 (stereo unspecified)	0.3	-4%	1%	-6%	3	-1	0.2	6	-21%
Cn1c(-c2ccccc2)c[n+]2c1CCCCC2	1.2	6%	2%	19%	1	11	0.1	6	1%
COc1ccc(N2CCN(C(=O)c3cc(=O)c4cc(C)cc(C)c4o3)CC2)cc1	-0.3	3%	7%	6%	13	3	-0.2	6	-11%
CCOc1ccc(S(=O)(=O)Nc2cccc(C)c2)c2cccnc12	0.8&-1.1	0%	29%&-8%	-2%	11	0&-1	-2.1&-0.2	5&-5	-4%&-17%
CS(=O)(=O)N(CCc1ccccc1)CC(=O)NCc1ccccc1Cl	-0.4	1%	-2%	14%	-1	2	-1.2	1	-22%
O=C(CSc1nc2ccccc2c(=O)n1-c1ccccc1)N1CCN(CCO)CC1	nt	-3%	1%	-12%	nt	3	-0.3	2	-13%
CNC(=O)C1CCN(Cc2cc3ccccc3n2Cc2cccc(C)c2)CC1	0.2	-9%[57.1 µM]	39%[activator]	-1%[57.1 µM]	nt	1	0.0	-2	-32%
CCOC(=O)C1CCCN(Cc2cn3c(-c4cccc(Br)c4)nnc3s2)C1 (stereo unspecified)	0.0	0%	4%	6%	nt	-1	-0.9	-4	-16%
Cc1nn(C)c(NC(=O)c2ccccc2Cl)c1Br	0.3	4%	-9%	20%	-13	-2	0.4	7	-17%
Cc1ccc(-n2c(O)c(C=Nc3ccccc3-c3n[nH]c(=S)[nH]c3=O)c3ccccc3c2=O)cc1C	-1.6	-14%	-22%	?	4	5	0.5	1	?
COc1cc(CC(=O)N2CCc3ccccc32)cc(OC)c1OC	-2.4	21%[57.1 µM]	5%	5%[57.1 µM]	3	3	0.6	-1	-14%
Cc1ccc(-n2nc(C)c(C(C)(O)C(F)(F)F)c2N)cc1 (stereo unspecified)	1.2	-5%	1%	1%	-3	-1	0.1	0	-15%
CCN(CC)S(=O)(=O)c1ccc(NC(=O)COc2nc3ccccc3nc2N2CCOCC2)cc1	-1.0	6%	-4%	22%	-8	-2	-0.2	0	0%
CCCCN(C(=O)c1cccc(S(=O)(=O)N2CC(C)OC(C)C2)c1)c1c(N)n(CC(C)C)c(=O)[nH]c1=O (stereo unspecified)	0.6	-6%	-9%	-9%	-26	-1	0.4	4	-8%
Cc1ccc(C(c2cccc(Br)c2)c2c(C)[nH]c3ccccc23)s1 (stereo unspecified)	9.8	-4%	15%	?	nt	4	0.5	-11	-23%
CCOC(=O)c1sc(NC(=O)CSc2n[nH]c(CC)n2)nc1C	0.3	-3%[57.1 µM]	-6%	24%[57.1 µM]	-5	-2	-0.1	5	-17%
O=C(CN1C(=O)c2cccc3cccc(c23)C1=O)NCCN1CCOCC1	0.3	19%	1%	3%	11	-2	1.1	-1	-3%
CN(C)c1nc(OCCNC(=O)Nc2ccccc2)nc(N(C)C)n1	nt	1%	5%	8%	nt	3	-0.5	2	-22%
COCCn1nnnc1CN1CCC(NC(=O)Nc2cccc(OC)c2)CC1	0.2	-3%	4%	-10%	8	-4	0.4	-2	-3%
